EPAC1 ag = activates human EPAC1 exchange factor. EPAC1 agonist qHTS, biochemical assay; response scale: 100% = response to 6.5 mM cAMP. O95398. 360,000 tested, 0.073% active. Potency, µM (top dose mostly 154 µM), for inactives: at the top dose activation, hits mostly activators. AID 720707; further: potency means the concentration at half of the fitted maximal effect; nearly all actives have a fitted effect of over 60% in size
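EPAC1 100 nM, Rap1B–BODIPY-GDP 250 nM, unlabeled GDP 50 uM; compound titration; 5 min RT; kinetic read ex480/em540 at 5-min intervals ×30 min; data normalized to 6.5 mM cAMP agonist control.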
EPAC1 antagonist = EPAC1 (human) antagonism | O95398 | EPAC1 GEF assay, Rap1b-BODIPY-GDP exchange fluorescence | Potency, µM (top dose mostly 115 µM), for the others: at the highest dose activity change, negative = inhibition, hits mostly inhibitors | 360,000 tested, 0.14% active;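 further: potency means the concentration at half of the fitted maximal effect; plate controls were vehicle for no effect and positive control for full effect; nearly all actives have a fitted effect of over 50% in size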
IL2 activator = activates IL-2 in a cell-based reporter assay | IL-2 activation reporter assay, cell-based qHTS; stimulated with anti-CD3/CD4/CD28 beads; in transgenic mouse T cells | 360,000 tested, 0.065% active | AID 652025 | activation, % (series mostly up to about 46 µM); in the data active means activation above about 50%; inconclusive means mostly about 30% to 49%; further: 0% is about no effect
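Readout: EGFP and DsRed signals by fluorescent plate cytometry. Unstimulated transgenic mouse T cells received compound 60 min before antibody-bead stimulation, then incubated 18 h at 37 degrees C.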
PI5P4Ka inh = inhibitors of human PI5P4K alpha | P48426 | PI5P4Kalpha enzyme, ADP-Glo luminescence, 60 min; hits give low values | max response, % | 330,000 tested, 1.2% active | AID 652105; active means max response of -50% or lower; inconclusive means between -30% and -50%; inactive means -30% or higher; further: value at the top dose of about 77 µM; on the % scale 0 is the no-effect control and ±100 the full control effect
Target sequence (P48426 whole entry, looked up): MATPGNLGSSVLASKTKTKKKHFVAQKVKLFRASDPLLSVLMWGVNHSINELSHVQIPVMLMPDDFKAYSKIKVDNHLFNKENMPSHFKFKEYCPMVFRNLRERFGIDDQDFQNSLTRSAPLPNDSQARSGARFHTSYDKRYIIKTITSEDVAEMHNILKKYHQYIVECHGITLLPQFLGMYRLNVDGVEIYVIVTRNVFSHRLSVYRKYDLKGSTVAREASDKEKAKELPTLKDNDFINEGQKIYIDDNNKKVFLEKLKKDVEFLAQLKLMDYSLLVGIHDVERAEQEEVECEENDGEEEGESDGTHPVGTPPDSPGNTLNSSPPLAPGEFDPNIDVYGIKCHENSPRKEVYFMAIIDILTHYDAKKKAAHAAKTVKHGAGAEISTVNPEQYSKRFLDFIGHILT
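ADP-Glo luminescence end-point read after a 60 min room-temperature kinase reaction of PI5P4Kalpha plus substrate, initiated with ATP at 5 microM final. Buffer: 0.038 M HEPES pH 7.4, EGTA, 0.1% CHAPS, 5% DMSO.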
WRN inhibitor = WRN helicase (human) inhibition; Potency, µM (doses to about 114 µM), for the others: at the top dose activity change, negative = inhibition, hits mostly inhibitors; Q14191; AID 651768; 360,000 tested, 0.46% active; WRN helicase unwinding, fluorescent forked duplex, kinetic; further: potency means the concentration at half of the fitted maximal effect; on the % scale 0 is the no-effect control and ±100 the full control effect; nearly all actives have a fitted effect of over 55% in size
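WRN at 20 nM final was preincubated with compound for 15 min at room temperature; reaction started with 100 nM forked duplex oligonucleotide carrying fluorophore and quencher plus 2 mM ATP (final). Unwinding followed kinetically by red fluorescence (ex 525/em 598 nm).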
EPAC2 ag = EPAC2 (human) agonism; 360,000 tested, 0.079% active; Q8WZA2; Potency, µM (top dose mostly 154 µM), for inactives: at the top dose activation, most hits filed as activators; AID 720711; EPAC2 activation, biochemical qHTS; response scale: 100% = 6.5 mM cAMP response; further: potency means the concentration at half of the fitted maximal effect; nearly all actives have a fitted effect of over 50% in size
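EPAC2 (100 nM) mixed with Rap1B loaded with BODIPY-GDP (250 nM) plus 50 uM unlabeled GDP; compounds pinned in, 5 min RT, then read every 5 min for 30 min (ex 480, em 540 nm). Normalized to cAMP control.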
PLK1 PBD block = inhibitors of human PLK1 polo-box domain binding; 360,000 tested, 2.8% active; Plk1 PBD binding of FITC phosphopeptide, fluorescence polarization; Potency, µM, for inactives: max response, negative = inhibition, most hits filed as inhibitors; further: potency means the concentration at half of the fitted maximal effect; series mostly up to about 57 µM; on the % scale 0 is the no-effect control and ±100 the full control effect; nearly all actives have a fitted effect of over 65% in size
Target sequence (P53350 whole entry, looked up, the tested form may be a part): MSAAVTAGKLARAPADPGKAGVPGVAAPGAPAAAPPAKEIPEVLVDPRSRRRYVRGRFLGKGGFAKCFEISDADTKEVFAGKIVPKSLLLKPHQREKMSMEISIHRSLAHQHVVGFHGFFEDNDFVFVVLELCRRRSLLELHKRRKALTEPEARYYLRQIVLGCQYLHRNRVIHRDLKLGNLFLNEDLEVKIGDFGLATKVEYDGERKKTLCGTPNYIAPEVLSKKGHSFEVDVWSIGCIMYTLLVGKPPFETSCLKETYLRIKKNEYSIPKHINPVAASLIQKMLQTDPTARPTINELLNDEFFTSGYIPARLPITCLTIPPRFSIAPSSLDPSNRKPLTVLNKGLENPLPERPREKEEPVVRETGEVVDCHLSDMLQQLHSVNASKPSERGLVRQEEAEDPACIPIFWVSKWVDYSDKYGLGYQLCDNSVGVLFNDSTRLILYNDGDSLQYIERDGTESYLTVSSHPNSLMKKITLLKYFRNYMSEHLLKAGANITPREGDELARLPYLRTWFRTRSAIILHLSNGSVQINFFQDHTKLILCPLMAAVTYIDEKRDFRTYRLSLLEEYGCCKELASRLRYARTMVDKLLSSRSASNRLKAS
CCT chaperon mod = changes cytosolic chaperonin activity | 360,000 tested, 0.3% active | AID 651819 | purified chaperonin ATPase assay, HTRF ADP detection, 30 min | activity change, % (no concentration beside the values), hits read low; in the data active means activity change below about -30%; further: on the % scale 0 is the no-effect control and ±100 the full control effect
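First, chaperonin was dispensed at 40 nM or 20 nM final depending on batch activity. Next, compounds were pinned at 76 uM and ATP added at 10 uM. After 30 min at 37 °C, ADP detection reagents ran 30 min at ambient temperature.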
An asterisk follows results filed as active; u = inconclusive; x = no result given; [ ] = remark or other dose. Unless noted, the call rests on the fitted dose curve; in most records, active means well fitted curve in the direction sought with a large enough effect; inconclusive means small, poorly fitted or top-dose-only effect, or another doubt; inactive means no such curve, though single readings can be large; an effect the other way counts as inactive or inconclusive.

Structure | EPAC1 ag | EPAC1 antagonist | IL2 activator | PI5P4Ka inh | WRN inhibitor | EPAC2 ag | PLK1 PBD block | CCT chaperon mod
Cc1noc(C)c1CSCC(=O)Nc1cc(Cl)ccc1N1CCOCC1 | -5% | -6% | -3.4 | -5 | -27% | 3% | 0% | -0.8
COC(=O)C1=NN(c2ccc(C)cc2)C2(S1)SC(C(C)=O)=C(C)N2c1ccccc1 (centres undefined) | 4% | 5% | -0.2 | 0 | -4% | 7% | 0% | -2.4
COc1ccc(Cc2c(-c3ccc(C)cc3)nc3c4ccccc4ccn23)c(C)c1 | -12% | -6% | -0.5 | 9 | -19% | 11% | 3% | 1.0
COc1ccc(OCCC(=O)OCC(=O)NCCC2=CCCCC2)cc1 | 5% | -4% | -3.1 | -2 | -25% | 8% | -9% | 0.6
CCNC(=O)COC(=O)CCC(=O)c1cccs1 | -3% | -1% | -0.4 | 1 | 7% | -10% | -3% | -2.7
Cc1ccccc1/C=N\NC(=O)c1ccc(Cn2cccn2)o1 | -4% | -9% | -2.5 | -10 | 7% | -3% | -8% | 1.6
O=c1[nH]cnc2cc(-c3ccc(Br)cc3)sc12 | 1% | 2% | -0.6 | -15 | -1% | 11% | -11% | -15
Cc1ccc(S(=O)(=O)N2CCN(C(=O)C3CC(=O)N(c4ccc5c(c4)OCCO5)C3)CC2)cc1 (centres undefined) | 5% | -24% | 0.3 | 3 | 5% | 11% | -6% | 0.0
NC(=O)c1ccc[n+](CC(=O)OCCC23CC4CC(CC(C4)C2)C3)c1 | 7% | -5% | 2.5 | 17 | 5% | -9% | -7% | -2.3
CCOc1cc(C=O)ccc1OCC(=O)NC(C)(C)C | -4% | 0% | -1.6 | 7 | -13% | -4% | -3% | -3.1
Cc1cc2c(OCC(O)CNC3CCCCC3)cccc2[nH]1 (centres undefined) | -12% | 14% | -3.9 | 1 | 8% | 0% | -3% | 3.6
Cc1nc(C)c(-c2ccc(SCc3ccccc3C)nn2)s1 | 0% | 4% | -0.8 | -1 | 0% | 20% | -4% | 2.8
CCC(C(=O)NC1CCCC1)n1c(-c2ccnc3ccccc23)nc2ccccc21 (centres undefined) | -15% | 11% | -0.2 | -4 | 8% | 5% | 0% | x
CCOC(=O)COc1cccc2c(=O)n(CC(=O)N3CCCc4ccccc43)ccc12 | 5% | -18% | -2.6 | -9 | -6% | -1% | -7% | -2.5
C#CCOCCOCCOCCNc1nc(N2CCN(C(=O)[C@H]([C@@H](C)CC)n3cc(CCC(=O)O)nn3)CC2)nc(N2CCN(C(=O)[C@H](C)n3cc(CCCN=C(N)N)nn3)CC2)n1 | -23% | 14% | 0.9 | 3 | 7% | 1% | -5% | -1.1
CC1(C)Cc2c(c(N3CCOCC3)nc3sc4c(NCc5ccccc5)nnnc4c23)CS1 | 6% | 2% | -2.5 | x | -3% | 4% | -6% | -2.1
CC(C)CCOc1ccc(C(=O)NCCC(=O)N2CCOCC2)cc1 | -8% | 19% | -2.6 | x | 4% | -2% | -1% | -1.7
CC(=O)Nc1cccc(-c2ccnc3c2CC(C(=O)NCc2ccc(N(C)C)cc2)O3)c1 (centres undefined) | 3% | -3% | -0.2 | -1 | -4% | 6% | -6% | 0.6
O=C(CSc1nnc2c(n1)[nH]c1ccccc12)NCc1ccco1 | 5% | -10% | -1.2 | u | -9% | 0% | 30µM* | 1.1
O=C(CSc1nnc(-c2ccco2)c(-c2ccco2)n1)Nc1ccccc1 | 0% | u | 0.4 | -84* | 35µM* | 7% | 19µM* | 0.6
c1ccc2cc(-c3csnn3)ccc2c1 | 8% | -9% | 0.2 | -3 | -31% | -15% | -23% | 1.1
Cc1ccc(SCC(=O)OCC(=O)NC(C)c2ccc(Br)cc2)cc1 (centres undefined) | 0% | -2% | -0.5 | 14 | -12% | 11% | -2% | -0.4
COc1cccc(N2C(=O)CC(N3CCc4ccccc4C3)C2=O)c1 (centres undefined) | 15% | 1% | 0.1 | -3 | 3% | 5% | -3% | -1.4
CC(C)c1c(C(=O)N/N=C/c2cccc(OCc3ccc(F)cc3)c2)nnn1-c1nonc1N | 5% | -9% | -0.9 | -2 | -1% | 6% | -19% | -2.5
CC(Sc1nnnn1-c1ccc(O)cc1)C(=O)NNC(=O)c1ccc(F)cc1 (centres undefined) | 8% | 5% | -4.6 | -2 | 9% | 4% | -1% | 0.3

Taken from above.
CC(C)c1c(C(=O)N/N=C/c2cccc(OCc3ccc(F)cc3)c2)nnn1-c1nonc1N @ EPAC2 ag: 6%
CC(Sc1nnnn1-c1ccc(O)cc1)C(=O)NNC(=O)c1ccc(F)cc1 (centres undefined) @ CCT chaperon mod: 0.3

The list goes on:
Structure | EPAC1 ag | EPAC1 antagonist | IL2 activator | PI5P4Ka inh | WRN inhibitor | EPAC2 ag | PLK1 PBD block | CCT chaperon mod
O=C(NC(Cc1c[nH]c2ccccc12)C(=O)O)c1ccc2c(c1)OCO2 (centres undefined) | 8% | -1% | 1.1 | 3 | 1% | 6% | -12% | -3.5
O=C(O)c1cccc(-n2cccc2/C=C2/SC(=O)N(CC(=O)N3CCCC3)C2=O)c1 | -2% | -3% | -3.4 | -14 | 56µM* | -4% | u | -1.4
Cn1cc(C(=O)N/N=C/c2ccc([N+](=O)[O-])cc2)c2ccccc21 | 5% | 7% | -2.2 | -5 | 6% | 14% | -9% | -0.9
CCN(CC)/C(=N\S(=O)(=O)c1ccccc1C)c1ccccc1 | -2% | 3% | -1.5 | -3 | 5%[57.1 µM] | 2% | 4% | -0.9
COc1ccc(NC(=O)CN2C(=O)NC3(CCCC3)C2=O)c(OC)c1 | -2% | -10% | 4.2 | -8 | -2% | -1% | -6% | 0.5
CCOC(=O)C1=C(C2=CCCCC2)c2ccc(OC)cc2N(S(=O)(=O)C(F)(F)F)C1C(=O)OCC (centres undefined) | -29% | -11% | -0.7 | 0 | -7% | -10% | -15% | -6.4
COc1ccc(-c2coc3c(C(=O)Nc4cccc(NS(C)(=O)=O)c4)cccc23)c(C)c1 | 7% | -10% | -1.0 | -3 | -13% | 20% | -16% | -0.7
N#C/C(=C\C1=C(N2CCOCC2)C(=C\c2ccc(Cl)cc2)/CC1)C(=O)Nc1ccccc1F | 3% | -2% | -0.4 | -4 | -30%[57.1 µM] | -4% | -2% | 0.0
CC(=O)Nc1cccc(C(=O)OCc2csc(CC(=O)Nc3ccccc3C)n2)c1 | 5% | -25% | -3.7 | 3 | -5% | 3% | -2% | -0.2
CCCc1cc(=O)oc2cc3oc(C)c(C)c3cc12 | 5% | -2% | 1.0 | -9 | 0% | -6% | -3% | 0.1
CSCC[C@H](NC(=O)[C@@H]1CSC2c3ccccc3C(=O)N21)C(=O)NC1CCCC1 (some centres undefined) | -6% | 15% | -1.9 | -9 | -5% | 4% | -12% | -5.3
Cc1cc(OCc2cc(C(=O)N(C)CCOc3ccccc3)no2)cc(C)c1Cl | 0% | -24% | -2.6 | 24 | -12% | 5% | -10% | 2.1
CCc1nc2c(OCc3ccc(C(=O)OC)cc3)cccn2c1N(C)C(=O)C(C)C | 15% | u | -0.5 | -5 | 6% | 9% | -10% | -4.8
CC1CN(C(=O)c2cc(-c3ccncc3)nc3ccccc23)CC(C)O1 (centres undefined) | -11% | 28% | -0.6 | -4 | 2% | 6% | -3% | 2.7
O=C(/C=C/c1ccccc1Cl)NNC(=O)c1cccs1 | 4% | u | -0.3 | -6 | 3% | 4% | -14% | -2.2
O=C(COC(=O)CSc1ccccc1)NC1CCS(=O)(=O)C1 (centres undefined) | 4% | -4% | -1.7 | -6 | 0% | 2% | -2% | 0.2
CC(C)NC(=O)Nc1cccc2c1O[C@H](CN(C)C(=O)Nc1ccccc1)[C@@H](C)CN([C@H](C)CO)C2=O | -10% | 5% | -2.6 | 5 | -1% | -4% | -24% | 0.4
CCC1=C(Nc2ccccc2)COC1=O | -2% | -9% | -1.4 | 1 | 5% | 10% | -13% | -1.4
COc1ccccc1CC(=O)NC1CCN(Cc2ccccc2)CC1 | 3% | 0% | -0.9 | 3 | -4% | 11% | -2% | -2.2
CCCn1c(SCc2ccon2)nc2ccccc2c1=O | 9% | -14% | -0.1 | -4 | -6% | 14% | -10% | 0.4
Oc1ccc(C(c2nnnn2CCc2ccccc2)N2CCN(c3nc4ccccc4s3)CC2)cc1 (centres undefined) | -10% | -17% | -0.9 | -3 | -1% | 6% | -21% | -0.5
O=C(Nc1nc2ccccc2[nH]1)C1CC(=O)N(c2ccc3c(c2)OCCO3)C1 (centres undefined) | -5% | -22% | 0.5 | u | -22% | -2% | -2% | -0.6
CCOC(=O)C(C)Sc1nc(-c2ccccc2)nc2ccc(F)cc12 (centres undefined) | 2% | 1% | 2.8 | 13 | -8% | -2% | 4% | 0.9
Oc1ccccc1-c1n[nH]c(=S)n1Cc1ccccc1 | -4% | 0% | -2.9 | -21 | 7% | 8% | -3% | 1.5
COCCN1C[C@@H](CO)O[C@@H](n2cnc3c(NCCO)ncnc32)C1 | -3% | -9% | -0.3 | 2 | -11% | 5% | -5% | -0.1
COC(=O)C1=C(C(=O)OC)C(C(=O)OC)N2C=CC=CC2=C1C(=O)OC (centres undefined) | -5% | -6% | 0.1 | -12 | 2% | 9% | -2% | -0.6
Cc1cc(C)c(C)c(OCCOCCN2CCOCC2)c1 | 6% | -4% | 1.0 | x | -2% | 8% | -9% | -4.8
O=C(O)Cn1cc(/C=c2/sc3nc4ccccc4n3c2=O)c2ccccc21 | -3% | u | 166* | u | u | 13% | u | 0.1
Cc1ccccc1CC(=O)Nc1ccc2c(C)cc(=O)oc2c1 | 3% | 2% | 0.5 | 5 | -31% | 5% | -8% | -0.9
Cc1ccccc1C(=O)NC(=S)N(C)C1CCCCC1 | 0% | -7% | -1.1 | -1 | 0% | 0% | 1% | 0.9
Nc1nc(NCCOCCO)nc(NCC2CCCO2)c1[N+](=O)[O-] (centres undefined) | 9% | 3% | 0.1 | -3 | 6% | 6% | -11% | -0.2
Cc1cccc(N(C(=O)c2cnc3n(c2=O)CCS3)C2CCCCC2)c1 | 10% | -1% | -1.3 | x | 2% | 11% | -11% | -4.1
O=C(NCCc1ccccc1Cl)C1CCC(=O)N(Cc2ccc(Cl)cc2)C1 (centres undefined) | 5% | -5% | 2.4 | -1 | 2% | 3% | 6% | -1.4
Cc1nnc(-c2ccc(Oc3ccc(Cl)cc3)c([N+](=O)[O-])c2)o1 | -6% | 7% | 0.0 | 2 | -25% | 7% | 21µM* | -1.1
Fc1ccc(Nc2nc(NCc3ccccc3)nc3ccsc23)cc1 | 2% | -20% | -1.0 | -16 | -11% | 24% | -11% | 0.8
NS(=O)(=O)c1cccc(NC(=O)CCc2ccc(S(=O)(=O)N3CCOCC3)cc2)c1 | -2% | 6% | -0.7 | -4 | -1% | 0% | 3% | -0.2

Compound activity deposited in PubChem by National Center for Advancing Translational Sciences (NCATS).

Only part of the results is shown; count on the stated rates, not on these rows.
